mIAP inh = inhibitors of mouse IAP, primary screen, biochemical, luminescence, uHTS | intestinal alkaline phosphatase [Mus musculus] | purified mouse IAP, CDP-Star luminescence, 30 min | inhibition, % at 10 µM | 330,000 tested, 0.2% active | AID 2806, 2010;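 active = inhibition of at least 40% at 10 µM in the primary screen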;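 note: plate controls were DMSO with enzyme for no effect and no enzyme wells for full effect; values of inactives mirror those of a sister screen read the other way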
PfG6PD inh = PfG6PD enzyme inhibitors, primary screen, biochemical, fluorescence intensity, uHTS; PfGluPho enzyme, NADPH resazurin-diaphorase fluorescence; 350,000 tested, 0.78% active; AID 504690, 2011; glucose-6-phosphate dehydrogenase-6-phosphogluconolactonase (Plasmodium falciparum 3D7); inhibition, % at 20 µM;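 active = inhibition reaching at least a set limit at 20 µM in the primary screen, cut at about 59% in these data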;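 note: 0% = DMSO wells with substrate and 100% = DMSO wells lacking glucose-6-phosphate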
hIAP activ = human IAP activators, primary screen, biochemical, luminescence, uHTS. AID 2524, 2010. Intestinal-type alkaline phosphatase (Homo sapiens), P09923. activation factor at 10 µM. 330,000 tested, 0.16% active. purified human IAP, CDP-Star luminescence, 30 min; stronger effect = higher value; 1 = vehicle-only enzyme, 0 = enzyme-free background;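 active = activation factor of the enzyme at least 2-fold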; note: the source names both 10 and 20 µM as test concentration; values of inactives mirror those of a sister screen read the other way
Target sequence (P09923 whole entry, looked up): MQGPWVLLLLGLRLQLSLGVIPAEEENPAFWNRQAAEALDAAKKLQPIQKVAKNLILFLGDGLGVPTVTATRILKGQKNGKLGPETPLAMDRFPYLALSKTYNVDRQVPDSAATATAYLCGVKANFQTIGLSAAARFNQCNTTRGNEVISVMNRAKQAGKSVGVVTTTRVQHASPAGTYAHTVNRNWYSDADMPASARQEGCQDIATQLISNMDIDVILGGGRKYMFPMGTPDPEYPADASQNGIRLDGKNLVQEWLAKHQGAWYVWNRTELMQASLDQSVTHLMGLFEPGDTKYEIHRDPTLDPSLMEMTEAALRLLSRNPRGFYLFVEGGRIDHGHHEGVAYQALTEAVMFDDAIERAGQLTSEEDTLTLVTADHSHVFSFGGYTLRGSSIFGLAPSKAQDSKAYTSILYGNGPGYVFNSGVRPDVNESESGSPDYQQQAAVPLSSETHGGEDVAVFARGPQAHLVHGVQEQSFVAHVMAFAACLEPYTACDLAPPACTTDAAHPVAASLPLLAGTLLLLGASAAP
A3A deaminase = APOBEC3A ssDNA deaminase inhibitors, primary screen, selectivity assay for APOBEC3G inhibitor project, biochemical, FAM/TAMRA oligo cleavage fluorescence. DNA dC->dU-editing enzyme APOBEC-3A (Homo sapiens), P31941. recombinant A3A, FAM/TAMRA ssDNA deamination fluorescence. inhibition, % at 20 µM. AID 493011, 2011. 330,000 tested, 0.41% active;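 active = at least 40% inhibition at 20 µM here, with at most 30% in a related deaminase screen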;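 note: plate controls were A3A with DMSO for no effect and wells lacking A3A enzyme for full effect; some results filed as inactive read as strong as hits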
ATG4B inh = ATG4B protease inhibitors, primary screen, biochemical, fluorescence, uHTS. Cysteine protease ATG4B (Homo sapiens), Q9Y4P1. ATG4B cleavage of LC3-PLA2, NBD-HPC fluorescence, 1 h. AID 504462, 2011. inhibition, % at 8.33 µM. 340,000 tested, 0.51% active; in the data active = inhibition above about 40%
Target sequence (Q9Y4P1 whole entry, looked up): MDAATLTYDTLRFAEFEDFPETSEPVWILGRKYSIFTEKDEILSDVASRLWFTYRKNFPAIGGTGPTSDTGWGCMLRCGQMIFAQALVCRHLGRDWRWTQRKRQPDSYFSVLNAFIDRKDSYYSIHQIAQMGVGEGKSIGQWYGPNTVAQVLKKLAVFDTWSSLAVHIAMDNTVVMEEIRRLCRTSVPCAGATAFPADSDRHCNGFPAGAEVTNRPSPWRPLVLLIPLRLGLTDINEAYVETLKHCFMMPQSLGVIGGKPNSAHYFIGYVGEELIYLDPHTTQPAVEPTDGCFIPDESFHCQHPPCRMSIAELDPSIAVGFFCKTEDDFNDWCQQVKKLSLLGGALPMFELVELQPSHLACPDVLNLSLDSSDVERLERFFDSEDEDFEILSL
HKDC1 inh = HKDC1 hexokinase inhibitors, primary screen, biochemical, fluorescence, uHTS; inhibition, % at 20 µM; AID 493160, 2011; 340,000 tested, 0.16% active; Q2TB90; recombinant HKDC1, G6PDH/diaphorase resazurin coupled fluorescence;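 active = inhibition above about 35% when tested at 20 µM, limit read from the data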;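 note: plate controls were DMSO wells with enzyme for no effect and DMSO wells lacking enzyme for full effect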
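Test system: HK5 enzyme. Quantity: 5 µg/mL HK5 final. Reagent: glucose and ATP substrates. Schedule: 90 min reaction incubation at room temperature, dark. Technique: resazurin-to-resorufin fluorescence via G6PDH and diaphorase coupling, 525/613 nm. Control set: DMSO wells with and without enzyme mix.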
hIAP inh = human IAP inhibitors, primary screen, biochemical, luminescence, uHTS. Intestinal-type alkaline phosphatase (Homo sapiens), P09923. purified IAP, CDP-Star luminescence, 30 min. 330,000 tested, 0.12% active. inhibition, % at 10 µM. AID 2544, 2010;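 active = inhibition reaching a set limit with compound at 10 µM in the primary screen, cut at about 35% in these data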;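 note: plate controls were DMSO wells with enzyme for no effect and no-enzyme buffer wells for full effect; values of inactives mirror those of a sister screen read the other way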
mIAP activ = activators of mouse IAP, primary screen, biochemical, luminescence, uHTS; intestinal alkaline phosphatase [Mus musculus]; muIAP, CDP-Star luminescence, 30 min; stronger effect = higher value; 1 = vehicle-only enzyme signal, 0 = enzyme-free wells; activation factor at 10 µM; 330,000 tested, 0.24% active; AID 2805, 2010;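 active = activation factor of at least 2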; note: the source names both 10 and 20 µM as test concentration; values of inactives mirror those of a sister screen read the other way
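also added = chemiluminescent substrate CDP-Star | test system = mouse IAP enzyme | signal = chemiluminescence readout | compound = DMSO-dissolved test compounds | incubation = 30 min at room temperature | benchmarks = DMSO wells, no-enzyme wells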
* hit, by the source's call; x = no result given. Rows were taken by chance, and some 2.4% of all compounds hit somewhere here.

SMILES	mIAP inh	PfG6PD inh	hIAP activ	A3A deaminase	ATG4B inh	HKDC1 inh	hIAP inh	mIAP activ
Cc1ccc(C)c(N2CCN(c3ccc4cc(S(=O)(=O)N5CCCCC5)ccc4n3)CC2)c1	-3	-7	1.1	-6	3	1	-11	1
COc1ccc(C(=O)CC(=O)C(=O)Nc2cccc([N+](=O)[O-])c2C)cc1	-3	-10	0.99	-7	6	-1	1	1
COc1ccccc1CNC(=O)COc1cccnc1[N+](=O)[O-]	3	-1	1.1	-2	-11	-2	-9	0.97
CCC(C(=O)NCc1ccco1)N(C(=O)CNS(=O)(=O)c1ccccc1)c1ccc(F)cc1 (stereo not given)	10	16	1.2	-1	-13	-6	-21	0.9
CCC(CO)Oc1cc(NCc2ccccc2OC)c2ncn(C(C)C)c2c1 (stereo not given)	-13	25	1	-4	-2	8	-2	1.1
CC(C)N1CC2(c3ccccc3)CN(C(C)C)CC(c3ccccc3)(C1)C2=O	-1	-19	1.1	-2	-6	-18	-6	1
CCN(C(=O)COC(=O)/C=C/c1ccc(F)cc1)C1CCCCC1	-1	-4	1.1	-4	2	-2	-7	1
CCc1noc(C)c1C(=O)N1CCN(S(=O)(=O)c2c(C)c(C)cc(C)c2C)CC1	-1	-6	0.92	0	-5	-3	8	1
COc1ccc(NC(=O)CN(C)S(=O)(=O)c2ccc(Br)s2)cc1OC	4	-9	0.84	1	-10	1	16	0.96
CCOCCn1c(CN2CCN(c3ccc(F)cc3)CC2)nc2c1c(=O)n(C)c(=O)n2C	16	5	1	-5	5	7	-3	0.84
CC1CN(CCCCSc2ccccc2)CC(C)O1 (stereo not given)	-1	8	1.1	-6	4	-3	-11	1
Cc1ccc(CNC(=O)CN2CCN(Cc3ccc(C)cc3)C2=O)cc1	-4	-1	1.1	-9	-3	6	-11	1
Nc1nc(Nc2cccc(F)c2)nc(NCc2ccco2)c1[N+](=O)[O-]	9	24	1	1	-2	6	-1	0.91
CCC(NC(=O)CCc1c(C)c2cc3c(C)c(C)oc3cc2oc1=O)C(=O)N[C@@H](Cc1ccccc1)C(=O)O (stereo not given in full)	14	-15	0.91	0	-8	7	9	0.86
CN(C)c1ccc(C(=O)c2ccc(N(C)C)c(N)c2)cc1N	5	11	1.6	0	-11	8	-57	0.95
CS(=O)(=O)N(CC(=O)Nc1cccnc1)c1ccc2c(c1)OCO2	4	9	0.73	-2	-4	12	26	0.96
CC1CCC(NC(=O)c2ccc3snnc3c2)CC1 (stereo not given)	6	3	0.78	-8	-6	-4	22	0.94
N/C(=N/OC(=O)c1ccccc1Cl)c1ncc([N+](=O)[O-])s1	-1	26	0.92	-4	-10	8	8	1
CC(C)NS(=O)(=O)c1cc(C(=O)O)ccc1Cl	-9	-26	1.2	-1	4	-7	-22	1.1
CCc1ccc(S(=O)(=O)NC2CCCCNC2=O)cc1 (stereo not given)	-3	-11	1	-4	11	3	-3	1
NNc1nc2sc3c(c2c(=O)[nH]1)CCc1ccccc1-3	20	1	1.2	1	1	12	-18	0.8
Cc1cccc(N2CCC(N3CCN(C4CCCCC4)C(CCO)C3)CC2)c1C (stereo not given)	-1	13	0.92	2	-8	11	8	1
Cc1ccc(-n2c(C)cc(C(=O)COc3cccnc3[N+](=O)[O-])c2C)cc1	16	3	1	-4	-7	-1	-4	0.84
COc1cc2c(cc1OC)C(C(=O)N(C)Cc1ccccc1)C(c1cccnc1)N(C)C2=O (stereo not given)	4	-9	1	2	5	-4	0	0.96
Nc1ncc(CN2CCCC(C(=O)Nc3ccc(-c4ccco4)cc3)C2)cn1 (stereo not given)	4	16	0.92	-7	-10	1	8	0.96
O=C(CN1CCN(S(=O)(=O)c2ccccc2)CC1)Nc1ccccc1C(=O)c1ccccc1	6	20	0.81	-1	-14	2	19	0.94
O=C(CCNS(=O)(=O)c1ccccc1F)N1CCN(S(=O)(=O)c2cccc(F)c2)CC1	-3	-2	1.1	-3	4	-4	-7	1
CC(C)O/C(=N\S(=O)(=O)c1ccc(Cl)cc1)c1ccccc1	0	9	0.87	2	7	11	13	0.99
CN(CC(=O)Nc1ccc(C(N)=O)cc1)S(=O)(=O)c1ccc2c(c1)OCCO2	-2	-19	1.2	3	8	-2	-18	1
Cc1ccc(-c2csc(=Nc3cccnc3)n2CCCN2CCCC2=O)cc1C	0	-8	0.93	0	3	-7	7	1
C=CCn1c(SCC(=O)NC2CC2)nnc1C1CC1	4	8	1.1	0	4	-6	-13	0.96
COc1ccc(S(=O)(=O)N2CCC(C(=O)O)(c3ccccc3)CC2)cc1	-2	-7	0.8	-3	0	-4	20	1
CCCCc1ccc(NC(=O)COc2ccc(C(=O)Nc3ccccc3OC)cc2)cc1	-6	x	0.87	-1	x	x	13	1.1
Fc1ccc(NCc2ccccc2F)cc1Cl	10	0	0.83	-1	41*	0	17	0.9
O=C(NCCC1=CCCCC1)c1cc2ccccc2oc1=O	-4	1	1.1	0	3	-3	-10	1
CC1(C)CC[C@]2(C(=O)O)CC[C@]3(C)C(=CC[C@@H]4[C@@]5(C)CC[C@H](O)C(C)(C)[C@@H]5CC[C@]43C)[C@@H]2C1	5	-36	1	1	1	-6	0	0.95
Cc1ccc(-c2nn(Cc3ccccc3)cc2C(=O)N2CCN(c3ccccn3)CC2)cc1	9	3	0.87	1	3	-1	13	0.91
CCn1ncc(Br)c1C(=O)Nc1ccccc1C(F)(F)F	-4	6	0.99	0	0	-7	1	1
Cc1ccc(/C=C2\SC(=S)N(CCCC(=O)Nc3nccs3)C2=O)cc1	6	6	0.79	2	3	-10	21	0.94
CC(C)(C)NC(=O)CN(C(=O)CCC(=O)Nc1nccs1)c1ccc(F)cc1	8	20	0.76	-3	3	-7	24	0.92

An excerpt from above in order of length of the SMILES, low to high.
SMILES	mIAP inh	PfG6PD inh	hIAP activ	A3A deaminase	ATG4B inh	HKDC1 inh	hIAP inh	mIAP activ
CCn1ncc(Br)c1C(=O)Nc1ccccc1C(F)(F)F	-4	6	0.99	0	0	-7	1	1
CC(C)O/C(=N\S(=O)(=O)c1ccc(Cl)cc1)c1ccccc1	0	9	0.87	2	7	11	13	0.99
Nc1ncc(CN2CCCC(C(=O)Nc3ccc(-c4ccco4)cc3)C2)cn1 (stereo not given)	4	16	0.92	-7	-10	1	8	0.96
COc1cc2c(cc1OC)C(C(=O)N(C)Cc1ccccc1)C(c1cccnc1)N(C)C2=O (stereo not given)	4	-9	1	2	5	-4	0	0.96
O=C(CCNS(=O)(=O)c1ccccc1F)N1CCN(S(=O)(=O)c2cccc(F)c2)CC1	-3	-2	1.1	-3	4	-4	-7	1

Complete entries from above. Order of values: mIAP inh | PfG6PD inh | hIAP activ | A3A deaminase | ATG4B inh | HKDC1 inh | hIAP inh | mIAP activ
Results for Cc1ccc(-n2c(C)cc(C(=O)COc3cccnc3[N+](=O)[O-])c2C)cc1 : 16 | 3 | 1 | -4 | -7 | -1 | -4 | 0.84
Results for Nc1ncc(CN2CCCC(C(=O)Nc3ccc(-c4ccco4)cc3)C2)cn1 (stereo not given) : 4 | 16 | 0.92 | -7 | -10 | 1 | 8 | 0.96

Next part.
SMILES	mIAP inh	PfG6PD inh	hIAP activ	A3A deaminase	ATG4B inh	HKDC1 inh	hIAP inh	mIAP activ
COc1ccc(CN2C(=O)c3ccccc3C2=O)cc1C(=O)OCC(=O)NC1CCCCC1	8	2	1	0	-2	-8	-4	0.92
CC1=NN(c2cccc(C(=O)O)c2)C(=O)/C1=C\C=C/c1ccccc1	10	18	0.88	0	-3	11	12	0.9
COc1cc(CNC(=O)CCCC(=O)c2ccccc2)cc(OC)c1OC	5	-3	1.2	-1	-5	-2	-17	0.95
COC(c1ccccc1)c1nnc(CCC(=O)N2CCN(Cc3cccs3)CC2)o1 (stereo not given)	4	-7	0.96	0	-1	2	4	0.96
N#C/C(=C\c1c(N2CCCCCC2)nc2ccccn2c1=O)C(=O)NCc1ccco1	18	9	0.86	0	2	4	14	0.82
CC(C)(C)OC(=O)N1CCCN(C(=O)Nc2ccccc2)CC1	-4	-10	1	1	-2	-5	-4	1
O=C(O)Cn1ccc2cc(S(=O)(=O)N3CCCCCC3)ccc21	0	-15	0.97	-3	-6	3	3	1
Cc1ccccc1CCN(CC(=O)NCc1ccc(F)cc1)C(=O)c1csnn1	1	-1	0.98	-4	-2	3	2	0.99
Cc1sc(NC(=O)c2ccccc2F)c(CN2CCCCC2C)c1C (stereo not given)	-6	-9	0.86	-1	10	7	14	1.1
CCOc1ccccc1NC(=O)C1=C(C)NC(=O)NC1c1cccs1 (stereo not given)	1	9	1.1	1	-12	-6	-11	0.99
CCCN(CCC)C(=O)c1oc2ccccc2c1NC(=O)Cc1cccc(OC)c1	0	1	1.1	0	2	1	-9	1
CC(Oc1cccnc1[N+](=O)[O-])C(=O)Nc1ccc(Cl)cn1 (stereo not given)	-7	7	1	-5	-1	3	-3	1.1
CC1CCC(NC(=O)c2ccc3c(c2)S(=O)(=O)c2ccccc2C3=O)CC1 (stereo not given)	1	7	0.84	-4	4	0	16	0.99
COc1ccc(CCNS(=O)(=O)c2cc3c4c(c2)CCN4C(=O)CC3)cc1OC	-1	-3	1.2	0	6	-5	-16	1
COC(=O)C1CN(C(=O)COc2ccc(C)c(C)c2)c2ccccc2O1 (stereo not given)	-11	8	1.1	1	5	-1	-5	1.1
Cc1ccc(-c2ccc(=O)n(Cc3c(F)cccc3Cl)n2)cc1	7	18	0.92	-3	-2	-1	8	0.93
CCN(CC(=O)Nc1ccc2c(c1)OCO2)S(=O)(=O)c1ccccc1	3	5	0.89	0	0	-1	11	0.97
CCOC(=O)c1ccc(N[C@@H]2CCN3C(=O)c4ccccc4[C@@H]3C[C@H]2O)cc1	-12	13	x	8	3	3	x	1.2
CCOC(=O)CC(=O)Nc1nnc(C(C)C)s1	-6	4	0.96	-5	-15	5	4	1.1

Filtered by structure, the compounds so far with an aryl thioether with sulfur outside any ring
SMILES	mIAP inh	PfG6PD inh	hIAP activ	A3A deaminase	ATG4B inh	HKDC1 inh	hIAP inh	mIAP activ
CC1CN(CCCCSc2ccccc2)CC(C)O1 (stereo not given)	-1	8	1.1	-6	4	-3	-11	1
C=CCn1c(SCC(=O)NC2CC2)nnc1C1CC1	4	8	1.1	0	4	-6	-13	0.96
